From PubChem BioAssay
Rpn11 inh: inhibitors of human proteasome Rpn11; O00487; human 26S proteasome, Ub4-pepOG fluorescence polarization; 20S core pre-blocked with epoxomicin; calls only at 20 µM; 360,000 compounds, 0.59% hits;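 active = inhibition at 20 µM, scaled to each plate's controls, above about 33%, limit read from the data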
Target sequence (O00487 whole entry, looked up): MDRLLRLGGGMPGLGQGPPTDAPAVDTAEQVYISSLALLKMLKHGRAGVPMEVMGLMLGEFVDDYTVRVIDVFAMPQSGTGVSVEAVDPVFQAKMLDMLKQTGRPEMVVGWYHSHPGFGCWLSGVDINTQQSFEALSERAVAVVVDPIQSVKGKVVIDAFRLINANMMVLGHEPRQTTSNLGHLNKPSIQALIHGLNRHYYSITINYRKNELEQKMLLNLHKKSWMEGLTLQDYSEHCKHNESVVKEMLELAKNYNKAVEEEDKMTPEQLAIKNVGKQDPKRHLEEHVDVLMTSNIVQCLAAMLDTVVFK
SUMO1 PPI mod: alters human SUMO1 binding to SIM partners; SUMO1 binding to a labelled peptide, TR-FRET, 1 h; 360,000 compounds, 0.33% hits; P63165; inhibition, % at 20 µM; in the data active = inhibition above about 37%
Target sequence (P63165 whole entry, looked up): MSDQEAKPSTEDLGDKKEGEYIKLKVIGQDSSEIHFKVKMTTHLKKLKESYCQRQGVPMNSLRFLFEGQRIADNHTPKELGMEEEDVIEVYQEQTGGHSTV
Neddylation inh: blocks human cullin neddylation. calls only at 25 µM. 360,000 compounds, 0.58% hits. P61081+Q13564. TR-FRET cullin neddylation, biochemical; in the data active = inhibition above about 36%
CSN deneddyl inh: inhibitors of human CSN-mediated cullin deneddylation. Purified CSN, SCF-Nedd8-OG deneddylation, fluorescence polarization. inhibition, % at 12.5 µM. 360,000 compounds, 0.38% hits. Q92905;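 active = pattern-corrected inhibition above about 35%, with an unprinted fluorescence ratio check between 0.5 and 1.5, limit read from the data, passing the limit was not always enough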;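 note: 0% = enzyme with substrate and 100% = substrate without enzyme; some results filed as inactive read as strong as hits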
Target sequence (Q92905 whole entry, looked up, one chain of several): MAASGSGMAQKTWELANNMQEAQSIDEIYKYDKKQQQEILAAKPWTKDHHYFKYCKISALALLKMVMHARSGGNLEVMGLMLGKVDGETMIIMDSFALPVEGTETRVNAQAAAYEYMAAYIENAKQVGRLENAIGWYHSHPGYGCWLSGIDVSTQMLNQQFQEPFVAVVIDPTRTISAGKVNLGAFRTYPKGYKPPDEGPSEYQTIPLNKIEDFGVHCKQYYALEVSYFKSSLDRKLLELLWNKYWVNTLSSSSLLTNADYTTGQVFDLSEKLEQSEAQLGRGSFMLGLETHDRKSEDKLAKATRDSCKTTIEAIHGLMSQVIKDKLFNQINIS
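Detection – fluorescence polarization · System – HEK293T-derived human Csn5 enzyme · Controls – substrate-only high control, full reaction low control · Timing – 90 min, room temperature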
LMPTP inh: LMPTP (human) inhibition | P24666 | recombinant LMPTP-A, OMFP fluorogenic substrate, fluorescence intensity | inhibition, % at 20 µM | 360,000 compounds, 0.22% hits;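 active = compounds that cut the enzyme signal by at least half of the control window in the single-dose screen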;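 note: plate controls were DMSO wells with enzyme plus substrate for no effect and substrate without enzyme for full effect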
Target sequence (P24666 whole entry, looked up): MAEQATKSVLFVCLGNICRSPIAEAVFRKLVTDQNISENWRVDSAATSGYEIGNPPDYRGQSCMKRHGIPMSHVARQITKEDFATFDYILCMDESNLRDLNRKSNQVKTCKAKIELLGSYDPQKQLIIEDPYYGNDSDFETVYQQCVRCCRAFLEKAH
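Test system – LMPTP-A enzyme · Amount – LMPTP-A at 0.625 nM final in the reaction · Buffer or medium – Bis-Tris pH 6.0, DTT, detergent · Reagent – OMFP 400 µM · Doses – single 20 µM dose · Schedule – reaction 50 min, room temperature, dark · Detection – fluorescence intensity of OMFP turnover product · Evaluation – percent inhibition versus substrate-only and uninhibited controls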
NadD block: NadD (S. aureus) enzyme inhibition | inhibition, % at 20 µM | purified NadD enzyme, colorimetric absorbance read-out | 360,000 compounds, 0.78% hits; in the data active = inhibition above about 26%; note: some compounds past the cut are filed as inactive
Scp-1 inhibitor: inhibitors of human Scp-1 phosphatase; Recombinant Scp1, phosphopeptide, malachite green phosphate absorbance; AID 493091; inhibition, % at 20 µM; 340,000 compounds, 0.88% hits;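 active = inhibition above about 50% at 20 µM, limit read from the data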;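 note: plate controls were DMSO wells with enzyme for no effect and wells lacking enzyme for full effect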
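Test system – truncated SCP-1 phosphatase (76-261aa) · Reagent – Phosphorylated 17-residue peptide substrate · Incubation – 45 min room-temperature reaction, 5 min colour, 30 min stabiliser · Detection – colorimetric phosphate reagent with accelerator and stabiliser, absorbance at 630 nm · Measure – % inhibition at 20 µM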
Rin1-Abl PPI inh: blocks binding of human Rin1 to Abl; inhibition, % at 7.35 µM; TR-FRET Rin1/Abl binding, biochemical; 360,000 compounds, 0.4% hits; AID 588664; in the data active = inhibition above about 5%, passing the limit was not always enough
STEP inh: inhibitors of human striatal-enriched phosphatase STEP; inhibition, % at 20 µM; P54829; recombinant STEP, OMFP fluorogenic substrate, fluorescence; 360,000 compounds, 0.25% hits;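 active = inhibition at 20 µM, scaled per plate between control wells, above about 37%, limit read from the data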;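 note: 0% = DMSO with enzyme and substrate and 100% = substrate only without enzyme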
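System: STEP phosphatase, cell-free reaction; Buffer or medium: Bis-Tris pH 6.0 buffer with DTT, detergent; Incubation: 20 min at room temperature, dark; Measured by: fluorescence, 480/540 nm.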
DNMT1 inh: inhibitors of human DNMT1 | DNMT1 molecular beacon, Hinp1I cleavage, fluorescence | 360,000 compounds, 0.83% hits | P26358 | inhibition (reported as % activation of signal), % at 10 µM; in the data active = inhibition above about 50%
* hit, by the source's call; i = inactive; nt = no result given; + = active, no number.

cpd	Molecule	Rpn11 inh	SUMO1 PPI mod	Neddylation inh	CSN deneddyl inh	LMPTP inh	NadD block	Scp-1 inhibitor	Rin1-Abl PPI inh	STEP inh	DNMT1 inh
1	Cc1cc(=O)[nH]c(N/N=C/c2ccccc2Cl)n1	i	-10	i	1	-0.8	0	-7	-1	-2	0
2	COc1ccc(-n2c3c(cc(C(=O)NC4CCSC4=O)c2=O)C(=O)CC(C)(C)C3)cc1 (configuration not stated)	i	-7	i	8	-3.2	7	-3	1	2	2
3	COc1ccc(N2C(=O)CCC2=O)c(OC)c1	i	2	i	-4	0.0	0	-1	-1	-2	0
4	COC(=O)c1ccc(NC2(C#N)C(=O)Nc3ccccc32)cc1 (configuration not stated)	i	1	i	-5	-0.5	1	-11	0	-5	-2
5	NC(=O)c1c(NC(=O)CSc2nnc(-c3ccco3)n2N)sc2c1CCCC2	i	27	i	11	3.4	11	24	0	4	15
6	CC1(C)CC(O)(CCNCc2ccc3c(c2)OCO3)CCO1 (configuration not stated)	i	0	i	-3	-0.2	-3	0	0	-7	5
7	COc1cc(OC)cc(C(=O)N2CCC(N3CCCCCC3)CC2)c1	i	0	i	4	-1.2	-4	0	-2	1	1
8	Cc1ccc(S(=O)(=O)N2Cc3ccccc3CC2C(=O)NC(C)(C)C)cc1 (configuration not stated)	i	2	i	3	-1.9	-3	1	-1	0	-3
9	COCCCN(CC(=O)Nc1ccc(N2CCOCC2)cc1)S(=O)(=O)c1ccc(Cl)cc1	i	0	i	0	-0.9	-4	-5	-2	-1	0
10	COC(=O)CSc1nc(NC#N)nc(NC(C)(C)C)n1	i	-4	i	4	-1.3	-9	-16	0	-1	1
11	CCC(=O)N[C@@H]1CC(C(C)(C)NC(=O)CC)CC=C1C (some centres not stated)	i	-2	i	6	0.4	-2	-4	1	-3	2
12	Cc1cccc(NC(=O)C2CCN(S(=O)(=O)c3ccc(Cl)cc3)CC2)n1	i	-5	i	2	0.1	0	-1	2	1	-1
13	O=C(C1CCN(S(=O)(=O)c2cccc3cccnc23)CC1)N1CCN(C2CCCCC2)CC1	i	7	i	-1	-0.2	8	-9	2	-1	5
14	CCCC1CCC(c2ccc(C(=O)NN)cc2)CC1 (configuration not stated)	i	2	i	-2	0.5	23	29	4	4	12
15	C=CC[n+]1ccc2ccccc2c1C	i	-15	i	-8	2.2	-5	1	-5	-3	-6
16	COc1ccccc1OCC(=O)Nc1cc2c(cc1C(=O)O)OCCCO2	i	6	i	-6	-3.1	-1	-5	-3	2	2
17	CCOc1ccc(C(=O)NC2CCN(C(=O)NCc3ccccc3)CC2)cc1	i	2	i	-2	-0.2	0	-3	2	-1	3
18	CCN(CC)CCCNC(=O)c1cn(C)c2ccc(S(=O)(=O)N(C)C3CCCCC3)cc2c1=O	i	6	i	-2	1.5	-4	6	2	2	2
19	O=C(CCc1ccc(S(=O)(=O)NCc2ccccc2)cc1)N1CCN(Cc2ccc3c(c2)OCO3)CC1	i	1	i	3	0.1	-1	2	2	-1	-2
20	Cc1cccc(C(=O)OC2CCOC2=O)c1O (configuration not stated)	i	3	i	-1	-0.3	3	7	2	2	2
21	COCCn1c(SCc2ccccc2F)nc2ccccc2c1=O	i	-2	i	3	1.3	-5	-8	0	4	0
22	COc1ccc(C2c3[nH]c4ccccc4c3CCN2CCCn2cccn2)c(C)c1C (configuration not stated)	i	-2	nt	2	1.5	2	-9	-3	-2	-5
23	CCOC(=O)C1CCCN(C(=O)c2ccc3sccc3c2)CC1 (configuration not stated)	i	-1	i	-2	2.2	2	nt	-1	3	6
24	Cn1nnc(NC(=O)c2ccccc2)n1	i	-5	i	1	-2.8	8	-1	-4	-4	-1
25	Cc1onc(-c2ccccc2)c1C(=O)Nc1ccc(S(=O)(=O)N2CCCCC2)cc1	i	3	i	-6	1.7	0	-15	2	-1	-3
26	Cc1c([N+](=O)[O-])cc(N2C(=O)C=CC2=O)cc1[N+](=O)[O-]	i	-15	i	0	24	42*	5	1	6	32
27	COc1ccc(NC(=O)c2ccc3[nH]c(C)c(C)c3c2)cc1	i	4	i	1	0.2	-2	-19	1	-1	-4
28	CC(=O)c1ccc(N2CCN(C(=O)C(=O)c3cn(CC(=O)N4CCOCC4)c4ccccc34)CC2)cc1	i	-9	i	11	0.8	2	nt	-3	-3	-3
29	Cc1[nH]c2ccc(F)cc2c(=O)c1SC(F)(F)C(F)C(F)(F)F (configuration not stated)	i	4	i	-4	-0.2	-2	-8	0	1	-1
30	CCC(C)c1ccc(NC(=O)C2CC3CCC2C3)cc1 (configuration not stated)	i	1	i	3	1.7	-14	-13	-1	4	5

For reference, 7 of the compounds above.
cpd	Molecule	Rpn11 inh	SUMO1 PPI mod	Neddylation inh	CSN deneddyl inh	LMPTP inh	NadD block	Scp-1 inhibitor	Rin1-Abl PPI inh	STEP inh	DNMT1 inh
21	COCCn1c(SCc2ccccc2F)nc2ccccc2c1=O	i	-2	i	3	1.3	-5	-8	0	4	0
22	COc1ccc(C2c3[nH]c4ccccc4c3CCN2CCCn2cccn2)c(C)c1C (configuration not stated)	i	-2	nt	2	1.5	2	-9	-3	-2	-5
23	CCOC(=O)C1CCCN(C(=O)c2ccc3sccc3c2)CC1 (configuration not stated)	i	-1	i	-2	2.2	2	nt	-1	3	6
24	Cn1nnc(NC(=O)c2ccccc2)n1	i	-5	i	1	-2.8	8	-1	-4	-4	-1
25	Cc1onc(-c2ccccc2)c1C(=O)Nc1ccc(S(=O)(=O)N2CCCCC2)cc1	i	3	i	-6	1.7	0	-15	2	-1	-3
26	Cc1c([N+](=O)[O-])cc(N2C(=O)C=CC2=O)cc1[N+](=O)[O-]	i	-15	i	0	24	42*	5	1	6	32
27	COc1ccc(NC(=O)c2ccc3[nH]c(C)c(C)c3c2)cc1	i	4	i	1	0.2	-2	-19	1	-1	-4

(more compounds)
cpd	Molecule	Rpn11 inh	SUMO1 PPI mod	Neddylation inh	CSN deneddyl inh	LMPTP inh	NadD block	Scp-1 inhibitor	Rin1-Abl PPI inh	STEP inh	DNMT1 inh
31	COc1ccc2[nH]c(C(=O)O)c(NS(=O)(=O)c3ccc(Cl)s3)c2c1	i	10	i	-1	-1.4	-7	-4	-5	3	-4
32	CC(C)C[C@H](NC(=O)c1nc[nH]c1C(=O)N1CCN(c2ccccc2)CC1)C(=O)OC(C)(C)C	i	1	i	4	-0.9	3	-3	4	1	5
33	CC(C)OC(=O)C1C2C=CC3(CN(CC4CCCO4)C(=O)C13)O2 (configuration not stated)	i	1	i	-1	-0.7	1	-8	2	-1	23
34	CCc1ccc(NC(=O)Nc2c(C)n(C)n(-c3ccccc3)c2=O)cc1	i	-1	i	-1	1.0	-3	-1	-3	2	1
35	COc1ccc(S(=O)(=O)Nc2ccccc2C(=O)NCc2ccco2)cc1	i	3	+	-2	-1.7	3	8	-3	-2	1
36	CCOC(=O)N1CCN(Cc2nc3cc(NC(=O)c4ccco4)ccc3n2C)CC1	i	3	i	3	0.6	-2	-11	2	1	2
37	O=S1(=O)CCC(N=Nc2c(O)n(Cc3ccccc3)c3ccccc23)C1 (configuration not stated)	i	-21	i	1	-1.0	-3	-5	-1	18	-4
38	CC(NC(=O)CSC(=S)N(C)C)C12CC3CC(CC(C3)C1)C2 (configuration not stated)	i	-2	i	-12	-0.3	-2	1	2	3	0
39	S=C(NCC1CCCO1)c1ccc(Br)cc1 (configuration not stated)	i	4	i	-1	0.2	-1	-2	-1	9	-1
40	C[C@@H]1CN([C@@H](C)CO)S(=O)(=O)c2ccc(Br)cc2O[C@H]1CN(C)C(=O)CN(C)C	i	10	i	9	-2.6	8	nt	-2	0	4
41	CC(=O)OC(C(=O)NC1CCCCC1)c1ccccc1Cl (configuration not stated)	i	0	i	-5	-0.5	-2	-3	5	0	1
42	Cc1ccc(N(C)S(=O)(=O)c2ccc3[nH]cc(C(=O)NCCCN4CCOCC4)c(=O)c3c2)cc1C	i	-4	i	-1	-0.9	-9	-7	-1	-3	0
43	CC(C)N1C(=O)C(=O)N(CC(=O)N2CCc3ccccc32)C1=O	i	-2	i	-4	-0.2	-6	-3	0	5	2
44	Cc1ccc(S(=O)(=O)N2CCN(C(=O)CCC(=O)Nc3ccc(F)cc3F)CC2)cc1	i	-2	i	-1	-1.1	-3	-5	4	-1	7
45	OCC(C#CCN1CCCCC1)NCc1ccccc1 (configuration not stated)	i	4	i	-7	-0.6	-6	0	-2	-2	15
46	O=C(Nc1ccc(Br)cc1)c1cc(-c2ccc3c(c2)OCO3)on1	i	3	i	4	16	10	-2	3	14	5
47	O=c1cc(Nc2ccc3c(c2)OCO3)[nH]c(=O)n1-c1ccc(Br)cc1	i	2	i	-3	3.3	2	2	-2	1	-14
48	Cc1noc(C)c1COc1ccc(C(=O)N2CCCC(C(N)=O)C2)cc1 (configuration not stated)	i	-9	i	5	-0.3	-4	-5	0	0	0
49	COc1ccc(-c2cc(C(=O)NCCCN3CCCC3=O)c3ccccc3n2)cc1OC	i	-18	i	2	0.1	-5	13	0	-3	5
50	CCOc1ccc(S(=O)(=O)/N=C(/Nc2ccc(C(C)=O)cc2)c2ccccc2)cc1	i	8	i	-7	0.8	-4	-7	0	-1	-8
51	CC(Nc1ccccc1)c1cccnc1 (configuration not stated)	i	1	i	-3	-0.1	-3	-8	3	0	2
52	COc1cccc(C(=O)/C=C/Nc2ccc(S(=O)(=O)Nc3cc(OC)nc(OC)n3)cc2)c1	i	-1	i	1	1.8	8	-3	2	6	0
53	COc1ccc(N2CCN(C(CNC(=O)C(=O)NC3CCCC3)c3ccco3)CC2)cc1 (configuration not stated)	i	4	i	-4	-0.1	-1	-6	0	1	1

No enrichment for hits (roughly 3.8% active in at least one column).
